# thrombin 1536 = human alpha-thrombin inhibitors, primary screen, counter-screen for coagulation protease inhibitor project, biochemical, 1536-well, fluorogenic AMC substrate; 0.26% of 220,000 active; inhibition, % at 5 µM; AID 1046, 2008; Boc-VPR-AMC fluorogenic substrate cleavage;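 active means inhibition at or above 40%; inactive means inhibition below 40%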;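 further: 0% = enzyme with no compound and 100% = wells without enzyme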
#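 Material: Human alpha-thrombin protein | Buffer or medium: pH 7.5 Tris-saline with Tween 20 | Reagent: Boc-VPR-AMC substrate, 15 µM final | Schedule: Reaction at ambient temperature | Detection: AMC fluorescence at 355 nm excitation and 460 nm emission | Evaluation: Percent inhibition scaled between no-compound controls and no-enzyme blanks | Controls: no-compound enzyme wells and no-enzyme blanks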
# hK5 inh = human KLK5 protease inhibitors, primary screen, biochemical, 1536-well. 0.59% of 210,000 active. inhibition, % at 5 µM. recombinant hK5, fluorogenic AMC substrate cleavage;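 active means inhibition of 40% or more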;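 further: 0% = enzyme controls without compound and 100% = no-enzyme blanks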
# FXIa inh 1536 = human FXIa protease inhibitors, primary screen, biochemical, 1536-well; purified FXIa, Boc-Glu-Ala-Arg-AMC fluorogenic substrate; inhibition, % at 5 µM; 0.14% of 220,000 active;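 active means inhibition of at least 40%; inactive means inhibition below 40%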;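 further: fluorescence of freed AMC excited at 355 nm; 0% = enzyme without compound and 100% = no enzyme blank; many of its hits are not listed in these tables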
# FXIIa inh = human FXIIa protease inhibitors, primary screen, biochemical, 1536-well; Coagulation factor XII (Homo sapiens), P00748; purified FXIIa, Boc-QGR-AMC fluorogenic substrate, 2 h; inhibition, % at 5 µM; 0.3% of 220,000 active; AID 800, 2007; in the data active means inhibition above about 40%;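 further: 0% = enzyme with no compound and 100% = blank without enzyme; many of its hits are not listed in these tables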
# Runt-CBFb FRET = inhibitors of RUNX1 Runt–CBFb binding, primary screen, biochemical, FRET, Cerulean-Runt, Venus-CBFb, uHTS; Runt-related transcription factor 1 (Homo sapiens) + Core-binding factor subunit beta …; Cerulean-Runt/Venus-CBFb FRET ratio 530/480, 1 h; inhibition, % at 20 µM; 0.46% of 220,000 active; AID 1496, 2009;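 active means inhibition over about 50% at 20 µM in the single-dose screen, limit read from the data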;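 further: 0% = DMSO wells and 100% = excess unlabeled CBFb competitor control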
#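 Buffer or medium: Tris pH 7.5 buffer with BSA. Assay system: Cerulean-labeled Runt domain protein. Amount: each fluorescent fusion protein 100 nM. Read-out basis: loss of energy transfer signal. Incubation: 1 h compound exposure, room temperature. Probe or stimulus: Venus-CBFb binding partner, 100 nM. Detection: FRET, excitation 422 nm, emission at 530 and 480 nm.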
# Wee1 stabilizer = Wee1 degradation inhibitors, primary screen, cell-based, HeLa, Wee1K328M-luciferase, luminescence | 1.2% of 220,000 active | Wee1-like protein kinase (Homo sapiens), P30291 | reporter increase, % at 5 µM | AID 1321, 2008 | HeLa Luc-Wee1K328M stability; 100% = proteasome inhibitor MG132 effect;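 active means activation above the mean of all tested compounds plus 3 SD, set per screening run, cut at about 8.8% in these data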;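 further: cells exposed to compound for 20 h before luminescence read; 0% = DMSO alone and 100% = MG132 at 30 µM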
# Target sequence (P30291 whole entry K328M): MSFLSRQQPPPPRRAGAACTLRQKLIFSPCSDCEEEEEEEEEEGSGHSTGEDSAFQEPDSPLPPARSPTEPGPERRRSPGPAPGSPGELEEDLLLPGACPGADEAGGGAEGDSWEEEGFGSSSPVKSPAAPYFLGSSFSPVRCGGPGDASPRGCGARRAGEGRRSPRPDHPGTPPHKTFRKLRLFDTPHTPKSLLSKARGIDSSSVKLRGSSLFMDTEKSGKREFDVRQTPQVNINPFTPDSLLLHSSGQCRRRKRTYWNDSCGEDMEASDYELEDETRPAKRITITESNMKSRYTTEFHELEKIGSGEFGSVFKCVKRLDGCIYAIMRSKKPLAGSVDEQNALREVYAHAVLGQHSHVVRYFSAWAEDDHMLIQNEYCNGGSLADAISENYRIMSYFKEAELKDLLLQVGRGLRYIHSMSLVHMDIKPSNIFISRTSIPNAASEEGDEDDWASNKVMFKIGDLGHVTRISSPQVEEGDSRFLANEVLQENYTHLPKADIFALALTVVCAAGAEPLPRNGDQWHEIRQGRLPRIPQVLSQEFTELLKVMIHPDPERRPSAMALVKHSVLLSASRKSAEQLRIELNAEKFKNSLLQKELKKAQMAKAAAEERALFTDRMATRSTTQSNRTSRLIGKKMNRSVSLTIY
# 14-3-3 Bad PPI = inhibitors of 14-3-3 zeta/Bad binding, primary screen, biochemical, TR-FRET, bovine 14-3-3 zeta; 14-3-3 protein zeta/delta (Bos taurus), P63103; TR-FRET 14-3-3zeta/Dy647-pBad peptide displacement, 1 h; inhibition, % at 21.7 µM; 0.71% of 220,000 active; AID 781, 2007;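 active means inhibition above about 70%, limit read from the data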;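 further: 0% = full 14-3-3 plus peptide FRET controls and 100% = background without 14-3-3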
# Target sequence (P63103 whole entry, looked up): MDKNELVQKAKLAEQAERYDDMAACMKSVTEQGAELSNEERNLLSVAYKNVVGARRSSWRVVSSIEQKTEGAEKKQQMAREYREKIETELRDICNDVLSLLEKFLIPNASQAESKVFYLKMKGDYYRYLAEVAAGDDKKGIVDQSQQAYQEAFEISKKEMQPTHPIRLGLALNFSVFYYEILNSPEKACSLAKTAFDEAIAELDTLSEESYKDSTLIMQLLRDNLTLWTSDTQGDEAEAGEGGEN
# Runt-SMMHC FRET = inhibitors of RUNX1 Runt–CBFb-SMMHC binding, primary screen, biochemical, FRET, Cerulean-Runt, Venus-CBFb-SMMHC, uHTS; inhibition, % at 20 µM; Runt-related transcription factor 1 (Homo sapiens) + Core-binding factor subunit beta …; Cerulean-Runt/Venus-CBFb-SMMHC FRET ratio 530/480, 1 h; 0.74% of 220,000 active;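 active means mean inhibition across duplicate retests at 20 µM reaching about 50%, limit read from the data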;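 further: 0% = DMSO wells and 100% = wells with excess untagged CBFb-SMMHC; inhibitors lower the FRET ratio by blocking Runt binding to CBFb-SMMHC; some results filed as inactive read as strong as hits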
# Hck Nef HTS = inhibitors of Nef-activated human Hck kinase, primary screen, biochemical, Z-Lyte FRET, 384-well, Hck-YEEI; 0.68% of 220,000 active; AID 463187, 2010; Recombinant Hck-YEEI plus Nef, Z-Lyte FRET kinase assay; inhibition, % at 20 µM; Tyrosine-protein kinase HCK (Homo sapiens), P08631;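 active means Hck-Nef kinase inhibition above about 50%, limit read from the data; inactive means inhibition below that limit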;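 further: 0% = DMSO with Hck plus Nef and 100% = Hck alone without Nef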
# Numbers without * were called inactive; x = not tested or not shown; [ ] = another dose, or the depositor's remark.
# Below each compound: Runt-SMMHC FRET	FXIIa inh	FXIa inh 1536	hK5 inh	14-3-3 Bad PPI	thrombin 1536	Wee1 stabilizer	Hck Nef HTS	Runt-CBFb FRET
CCS(=O)(=O)NC(C)C(c1cccs1)N1CCN(C)CC1 (stereo not drawn)
 : -5	0	-7	-8	-5	-8	4	2	0
Cc1[nH]n(C(N)=S)c(=O)c1C(c1ccccc1)C(C#N)C#N (stereo not drawn)
 : -1	0	2	1	2	-8	-1	1	2
Cc1sc2nc(C3CC3)nc(SCC(=O)NCc3ccco3)c2c1C
 : 5	11	0	-2	-8	2	-2	8	12
S=c1[nH]nc(-c2ccccn2)n1/N=C/c1cccc2ccccc12
 : 18	11	7	-19	-20	-2	-1	7	11
COC(=O)c1sc2ncccc2c1OCc1ccc(Cl)cc1
 : -2	-3	2	0	-1[fluorescence artefact?]	-4	1	0	-4
CCc1ccc(N2CC(C(=O)N/N=C/c3cccc([N+](=O)[O-])c3)CC2=O)cc1 (stereo not drawn)
 : 1	7	-4	-3	10	-9	0	0	-3
O=S(=O)(c1cnc[nH]1)N1CCCCCC1
 : 2	15	8	19	3	3	13*	-1	1
CCOC(=O)C1CCCN(C(=O)c2cnn3c(C(F)(F)F)cc(-c4ccccc4)nc23)C1 (stereo not drawn)
 : 2	13	2	-11	-3	-3	-1	-24	-2
COC(=O)c1ccc(-c2nc3ccc(C)cc3o2)cc1
 : 1	10	1	-61	-8[fluorescence artefact?]	1	4	4	-2
Cc1nnsc1-c1onc(C)c1C(=O)Nc1cc(Cl)cc(Cl)c1
 : -1	5	3	5	-7	1	2	16	-2
C=CCNC(=S)NNC(=O)CCC(O)CCCCC (stereo not drawn)
 : -4	-2	-1	-5	8	-1	-1	0	1
COc1ccccc1C(=O)NCC(=O)N/N=C/c1ccncc1
 : 0	13	9	-7	3	-4	-1	12	4
COc1ccc(/C=C/C(=O)OCC(=O)Nc2cc(S(=O)(=O)N(C)C)ccc2Cl)cc1
 : -2	13	5	4	0	4	-2	2	0
CCO/N=C/C(=O)Nc1ccc(F)cc1F
 : -6	11	3	x	-1	2	2	7	1
C=CCCCCCCCC(=O)OC
 : -2	14	7	7	-6	3	3	-1	0
CCN(CC)S(=O)(=O)c1cc(C(=O)N2CCc3ccccc32)ccc1Cl
 : 2	9	-1	-5	1	-1	-1	-2	4
COc1ccccc1NC(=S)N(Cc1ccccc1)Cc1cccs1
 : -5	4	-4	-44	-15	1	-2	3	3
COc1ccc(/C=C/C(=O)OCC(=O)Nc2cc(C(F)(F)F)ccc2Cl)cc1
 : 1	15	10	-8	1	3	1	7	2
NC(=O)[C@@H]1CCCCNc2c(F)cc([N+](=O)[O-])cc2C(=O)N[C@@H](CC(=O)O)C(=O)N[C@@H](CCC(=O)O)C(=O)N1
 : 0	3	-8	-19	8	-4	-1	-4	2
O=C(Nc1cccc(-c2csc(Nc3ccc(Cl)cc3)n2)c1)c1cccc(C(F)(F)F)c1
 : 2	4	-2	-2	-3	-4	x	23	2
COc1cccc(C2Nc3cccc4cccc(c34)N2)c1
 : 0	2	-3	0	-3	-3	-2	22	-15
Fc1ccccc1OCCCCCCN1CCCC1
 : -1	21	7	-2	2	6	1	3	1
C/C(CCc1ccc2c(c1)OCO2)=N\NC(=O)c1ccccc1Cl
 : 2	7	0	-8	2	-1	2	-8	-1
CCn1c(CSc2nnc(C)n2-c2ccccc2)nc2cc(S(=O)(=O)N(C)C)ccc21
 : 1	11	1	-15	8	3	-1	2	0
O=C(CCC(=O)c1cccs1)OCc1nnc(-c2ccccc2)o1
 : -1	2	-6	-3	-10	-2	1	0	0
Cc1ccc(CNS(=O)(=O)c2cccc3nsnc23)cc1
 : 2	-1	-6	-7	-1	-14	-2	1	-1
O=C(Nc1nc2nccc(-c3ccccc3)n2n1)C(Cl)(Cl)Cl
 : 3	11	11	-13	3	-8	-2	5	-2
COc1cc(-c2nnn(CC#N)n2)ccc1OCc1ccccc1
 : 3	18	5	-12	1	5	-2	1	-2
Cc1ccc(C(=O)N/N=C2/NC(=O)CC(C(=O)Nc3ccccc3)S2)cc1 (stereo not drawn)
 : 1	-4	16	-7	-6	4	5	2	0
CC(C)c1ccc(N(CC(=O)Nc2ccc(S(=O)(=O)N3CCOCC3)cc2)S(C)(=O)=O)cc1
 : -2	5	-3	-1	8[fluorescence artefact?]	4	0	-1	-6
O=c1ccc(Cl)n[nH]1
 : -2	5	-2	-2	-4	-4	0	23	-1
Cc1ccc(NC(=O)C2(NC(=O)c3cccc(N4C(=O)CSC4c4ccccc4)c3)CCCCC2)cc1 (stereo not drawn)
 : 2	5	6	4	10	0	-1	0	-3
CC(=O)Nc1ccc(NC(=O)C2CCCCC2C(=O)O)cc1 (stereo not drawn)
 : -4	8	2	-11	-17	-9	-2	5	0
Cc1cc(C(=O)CCl)c(C)n1CCc1ccc(F)cc1
 : 1	4	5	-2	-3	3	-2	23	-1
O=C(Oc1ccccc1)c1ccc2nccnc2c1
 : -3	9	-1	-15	7	0	4	1	0
O=C1NC(=O)/C(=C\c2ccc(O)cc2O)S1
 : -41	5	0	-9	87*	-8	0	44	-1
COc1ccc(/C=C/c2cc(=O)c3cc(Cl)ccc3o2)cc1
 : -32	8	2	-18	-9	-11	2	4	-15
O=C1/C(=C/N(C(=O)c2ccco2)c2ccc(Br)cc2)Sc2ccccc21
 : 67	1	-2	-9	-10	4	0	2	20
CCc1ccc(/C=C/C(=O)c2c(C)cc(C)[nH]c2=O)cc1
 : 3	13	2	6	11	0	1	0	0
Cc1ccccc1-n1nc(C(=O)O)cc1-c1ccccc1
 : 0	14	3	2	x	3	0	0	1
Cc1cc(OCC(C)C)ccc1/C(O)=C1/C(=O)C(=O)N(Cc2cccnc2)C1c1ccncc1 (stereo not drawn)
 : -6	18	7	-4	21	2	-2	0	-2
COc1ccc(NC(=O)c2oc3ccccc3c2NC(=O)C(C)(C)C)cc1
 : 10	16	2	-1	6	3	0	-1	1
COc1ccnc(N=CNOCc2ccc(Cl)cc2)c1C#N
 : -3	7	-1	-1	-4	0	-3	20	0
CC(COC(=O)c1ccccc1)(COC(=O)c1ccccc1)/[N+]([O-])=C/c1ccccc1
 : 4	6	4	-8	13[fluorescence artefact?]	-2	-2	-3	-6
O=c1[nH]c(SCc2cccc([N+](=O)[O-])c2)nc2[nH]ncc12
 : 2	2	-5	-35	-7	-8	-2	23	-2
O=c1ncn(-c2ccccc2C(F)(F)F)c2ncccc12
 : -3	6	-4	-6	-2	-3	-3	3	-2
O=C(O)c1ccc(-c2nnn(Cc3ccccc3F)n2)cc1
 : 1	7	3	2	10	-1	0	-7	0
Cc1ccc(N(C(C)C(=O)Nc2ccc(S(=O)(=O)N3CCOCC3)cc2)S(C)(=O)=O)cc1C (stereo not drawn)
 : 4	11	-2	-8	3	-2	0	1	-2
COc1ccccc1Oc1c(C)oc2c(CN(C)C)c(O)ccc2c1=O
 : 4	-10	-6	-57	-4[fluorescence artefact?]	-10	2	0	1
CCOc1cc(/C=C2/SC(=Nc3ccccc3)N(Cc3cccnc3)C2=O)ccc1OCC#N
 : -28	13	2	-2	1	-3	1	8	-14
COc1cccc(OC)c1CN1CCCC(C(=O)c2ccccc2SC)C1 (stereo not drawn)
 : 1	8	0	0	-7	-10	1	20	-1
COc1cc(C2C(C#N)=C(N)N(c3ccc(F)cc3)C3=C2S(=O)(=O)CC3)ccc1O (stereo not drawn)
 : -7	11	3	5	-6	2	9.6*	18	4
CN(C)c1ccc(-n2cccc2)cc1
 : 2	7	3	2	1	2	-2	13	10
CC(C(=O)Nc1ccc(C(=O)O)cc1)N1C(=O)c2ccccc2C1=O (stereo not drawn)
 : 2	13	4	-3	4	-7	3	0	-1
COc1cccc(C(=O)Nc2c3c(nn2-c2cccc(C)c2C)CS(=O)(=O)C3)c1OC
 : 7	8	-2	-3	5	1	-2	2	0
CC(=O)Nc1ccc(NCC(O)COc2ccccc2)cc1 (stereo not drawn)
 : 3	7	-5	-23	59	-13	2	-1	5
O=C(c1ccc(Cl)c([N+](=O)[O-])c1)N1CCN(c2ccccn2)CC1
 : 1	4	6	-11	3[fluorescence artefact?]	-3	-1	2	-2
COc1ccc(OC)c(CN2CCCC(C(=O)N3CCCCC3)C2)c1 (stereo not drawn)
 : -1	2	-4	0	52	-6	-1	1	0
COC(=O)CN1C(=O)C(O)(CC(=O)c2ccc(C)o2)c2ccccc21 (stereo not drawn)
 : 2	-8	-5	-2	0	-5	3	-6	1
O=c1c(Cl)c(NC2CC2)cnn1-c1ccccc1
 : -2	-2	-9	-14	-17	-2	4	-8	-1

# The list goes on:
# Below each compound: Runt-SMMHC FRET	FXIIa inh	FXIa inh 1536	hK5 inh	14-3-3 Bad PPI	thrombin 1536	Wee1 stabilizer	Hck Nef HTS	Runt-CBFb FRET
O=C(/C=C/c1cn(-c2ccccc2)nc1-c1cccnc1)N1CCCC1
 : -1	0	-3	-5	-6	1	0	21	0
Cc1ccc(Sc2ncnc(N)c2[N+](=O)[O-])cc1
 : -2	9	4	-1	-3[fluorescence artefact?]	-4	-1	0	1
O=[N+]([O-])c1cccc(S(=O)(=O)NCCc2cn3ccccc3n2)c1
 : 0	10	0	0	1	1	1	8	0
Cc1ccc(C(=O)NC(=C(Cl)Cl)S(=O)(=O)c2ccccc2)cc1
 : -2	-3	-11	-17	8	-7	0	-3	1
CCCCCc1nc2c(=O)[nH]c3ccccc3c2o1
 : 4	4	-6	4	4[fluorescence artefact?]	-4	0	-1	-2
COC(=O)CC1C(=O)NCCN1C(=O)CSc1nc2cc(Cl)ccc2o1 (stereo not drawn)
 : -1	3	-3	-1	-14	-5	0	-16	-2

# Complete entries, looked up by structure. Screens in order: Runt-SMMHC FRET | FXIIa inh | FXIa inh 1536 | hK5 inh | 14-3-3 Bad PPI | thrombin 1536 | Wee1 stabilizer | Hck Nef HTS | Runt-CBFb FRET
# `Cc1ccc(Sc2ncnc(N)c2[N+](=O)[O-])cc1` is entered as -2 | 9 | 4 | -1 | -3[fluorescence artefact?] | -4 | -1 | 0 | 1
# `Cc1ccc(C(=O)NC(=C(Cl)Cl)S(=O)(=O)c2ccccc2)cc1` is entered as -2 | -3 | -11 | -17 | 8 | -7 | 0 | -3 | 1

# Screens: PubChem, several laboratories
